Arrestin-AP2 inh: human beta-arrestin and AP2 interaction inhibition | 0.31% of 340,000 active | inhibition, % at 10 µM | FITC-arrestin peptide / GST-AP2 beads, flow cytometry; AP2 beta2 appendage carries R879A mutation;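 active = inhibition above a set limit, near 3 SD of compounds lacking own fluorescence, cut at about 54% in these data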;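 note: plate controls were DMSO wells for no effect and 5 µM unlabelled arrestin peptide for full effect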
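Test system: GST-tagged AP2 beta2-adaptin appendage (R879A) on 4 µm glutathione beads; also added: fluorescein-tagged arrestin peptide at 50 nM final; timing: 12 min plus 1 h, RT; signal: flow cytometry, FL1 (488/535 nm); read-out: percent drop in bead-associated FITC signal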
OPRM1-OPRD1 inv: mu-delta opioid heterodimer inverse agonism | cell-based MOR-DOR heterodimer luminescence | inhibition, % at 9.3 µM | 0.21% of 340,000 active; in the data active = inhibition above about 22%, passing the limit was not always enough;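 note: 0% = cells with DMSO and 100% = wells without cells with DMSO; values of inactives mirror those of a sister screen read the other way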
Target sequence (P35372 whole entry, looked up): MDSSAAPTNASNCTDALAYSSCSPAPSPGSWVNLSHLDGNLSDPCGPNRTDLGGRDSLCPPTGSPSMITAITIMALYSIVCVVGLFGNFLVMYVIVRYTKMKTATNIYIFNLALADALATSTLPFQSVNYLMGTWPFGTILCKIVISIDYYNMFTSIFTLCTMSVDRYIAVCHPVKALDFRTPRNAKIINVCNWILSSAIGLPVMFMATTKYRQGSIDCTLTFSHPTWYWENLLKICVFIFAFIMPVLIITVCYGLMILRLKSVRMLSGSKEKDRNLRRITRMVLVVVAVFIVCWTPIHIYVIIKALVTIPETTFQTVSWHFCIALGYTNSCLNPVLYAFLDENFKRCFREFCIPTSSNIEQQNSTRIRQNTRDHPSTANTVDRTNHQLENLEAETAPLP
Target sequence (P41143 whole entry, looked up): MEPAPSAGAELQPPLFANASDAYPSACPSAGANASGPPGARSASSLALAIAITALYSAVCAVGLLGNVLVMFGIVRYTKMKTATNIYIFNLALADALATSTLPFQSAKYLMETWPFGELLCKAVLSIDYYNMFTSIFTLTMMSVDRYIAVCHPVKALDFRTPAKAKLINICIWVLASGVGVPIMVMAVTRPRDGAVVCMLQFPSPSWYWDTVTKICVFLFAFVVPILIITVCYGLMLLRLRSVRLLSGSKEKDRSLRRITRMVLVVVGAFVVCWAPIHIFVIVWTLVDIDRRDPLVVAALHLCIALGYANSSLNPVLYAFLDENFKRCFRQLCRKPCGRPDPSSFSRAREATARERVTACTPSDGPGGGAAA
DAGLB inh: blocks human DAGLB lipase activity. Q8NCG7. HEK293T DAGLB membrane lysate, EnzChek fluorogenic substrate. inhibition, % at 5.17 µM. AID 504411. 0.059% of 340,000 active; in the data active = inhibition above about 34%;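 note: 0% = enzyme with vehicle and 100% = wells lacking enzyme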
PKA-R1A activ: activates the PKA-R1A holoenzyme complex; PKA-R1A dissociation, Cy5-IP20 fluorescence polarization; scaled: DMSO 0%, 113 µM cGMP 100%; P00514+P68181; AID 504707; 0.083% of 340,000 active; activation, % at 11.4 µM;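 active = percent activation above the mean of all tested compounds plus 3 SD, cut at about 19% in these data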;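 note: higher means more PKAc released from R1A so a rise in polarization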
V-ATPase pHluor: yeast V-ATPase proton transport regulation by pHLuorin | S. cerevisiae, pHLuorin cytosolic pH fluorescence | response, % at 10 µM | 0.37% of 350,000 active | AID 504577; in the data active = response mostly above about 7.3%, no sharp cut-off; inactive = mostly below about 5.4%; note: actives read high; inactives centre near 0; some compounds called inactive have numbers as strong as hits; reference of the scale not given here
HTR5A ag ctr: activates human HTR5A in OPRM1-OPRD1 agonist counter-screen. 0.61% of 340,000 active. P47898. activation, % at 9.3 µM. HTR5A agonist assay, luminescence, cell-based; in the data active = activation mostly above about 9.5%, no sharp cut-off; inactive = mostly below about 7.6%;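 note: 0% = cells with vehicle only and 100% = reference agonist; strong numbers were not always called active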
DSG3 Ab inh: blocks pemphigus antibody binding to human desmoglein-3 | DSG3-coupled beads, scFv-anti-DSG3-GFP binding, flow cytometry; hits give low values | binding (percent of control), % at 10 µM | 0.48% of 310,000 active | AID 588358;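 active = binding more than 3 SD below its plate's average and above zero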;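 note: hits lower antibody fragment binding to DSG3; some compounds called inactive have numbers as strong as hits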
PKA-R2B activ: activates the human PKA-R2B holoenzyme complex | PKA-R2B holoenzyme dissociation, Cy5-IP20 fluorescence polarization; R2B truncated from residue 108, S112A mutant; 0% DMSO only, 100% 113 µM cGMP | activation, % at 11.4 µM | 0.079% of 340,000 active | AID 504700;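 active = activation above a cutoff set at the mean over all compounds plus 3 SD, cut at about 18% in these data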;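 note: higher means more holoenzyme dissociation and a rise in polarization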
HTR5A inv ctr: inverse agonist of human HTR5A in OPRM1-OPRD1 counter-screen | P47898 | HTR5A cell line, luminescence, inverse agonism | inhibition, % at 9.3 µM | 0.083% of 340,000 active | AID 504634; in the data active = inhibition mostly above about 23%, no sharp cut-off; inactive = mostly below about 18%;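 note: 0% = cells with DMSO and 100% = no-cell wells with DMSO; some compounds called inactive have numbers as strong as hits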
OPRM1-OPRD1 ag: agonists of human mu-delta opioid receptor heterodimerization; P35372+P41143; 0.3% of 340,000 active; AID 504326; activation, % at 9.3 µM; cells, OPRM1-OPRD1 heterodimerization, luminescence; in the data active = activation above about 18%;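 note: 0% = vehicle-treated cells and 100% = reference agonist; values of inactives mirror those of a sister screen read the other way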
* marks the source's active call; other numbers are inactive results; / = no result given. Rows were taken by chance; any-hit rate near 2.4%.

smiles	V-ATPase pHluor	OPRM1-OPRD1 ag	PKA-R2B activ	HTR5A inv ctr	OPRM1-OPRD1 inv	Arrestin-AP2 inh	DAGLB inh	DSG3 Ab inh	HTR5A ag ctr	PKA-R1A activ
COc1ccc(-c2noc(CCCC(=O)NC3CCCC3)n2)cc1	2	3.6	4	-1	-20	6	2	100	0	-13
O=C(Nc1cccc(S(=O)(=O)N2CCOCC2)c1)C1CCCN(C(=O)c2ccc(Cl)cc2)C1 (stereo not drawn)	-1	-1.3	9	14	7	-5	0	97	-1	-8
CC(=O)Cc1nsc(NC(=O)c2ccc(Cl)cc2Cl)n1	-1	-2.4	-3	25	11	27	-2	101	-1	-2
CC(NC(=O)c1ccc2c(c1)OCCO2)c1ccc(S(N)(=O)=O)cc1 (stereo not drawn)	8	-1.5	0	-4	8	13	-3	106	2	-2
CC1=C(C(=O)N2CCOCC2)CC(CC(=O)NCCN2CCOCC2)C(=O)N1Cc1ccc(C(C)(C)C)cc1 (stereo not drawn)	-1	/	-5	/	/	/	-4	89	/	-8
Fc1ccc(-c2csc(Nc3ccccn3)n2)c(F)c1	0	2.2	-2	-17	-12	37	-4	109	6	-3
O=C(Nc1ccc(F)c(F)c1)C1CCCN1S(=O)(=O)c1ccc(F)cc1 (stereo not drawn)	-3	-1.3	1	-14	7	12	-2	112	4	8
O=C(COc1ccccc1Cl)NNC(=O)Cn1[nH]c(=O)c2ccccc2c1=O	4	-3.4	0	11	13	-8	2	/	-4	5
Cc1cc(C)cc(NC2=NCC(=O)N2Cc2ccccc2)c1	6	1.9	-7	-29	-11	5	3	118	7	-13
O=[N+]([O-])c1ccc(N2CCCCCC2)c(S(=O)(=O)N2CCCCC2)c1	-3	-1.2	7	2	6	4	-2	/	1	-5
COc1ccc(COC[B-](F)(F)F)cc1	-3	/	9	/	/	/	1	104	/	12
COc1ccc(C=NN=C2c3ccccc3-c3ccccc32)cc1O	1	-1.1	-5	2	5	-14	2	92	0	-17
COc1ccccc1C(=O)NCCC(=O)Nc1cccc(S(=O)(=O)N2CCCC2)c1	1	-0.4	3	-6	2	31	-1	101	2	-1
CN(C)/C(=N\S(=O)(=O)c1ccccc1)c1ccc([N+](=O)[O-])cc1	-1	-3.6	-10	0	19	19	0	97	4	-3
COC(=O)[C@@](C)(O)C1(C(=O)SC(C)(C)C)CC1	12	-2.6	-2	9	12	4	-3	75	-1	-6
CCOc1ccc(C2/C(=C(\O)c3cccc(OC)c3)C(=O)C(=O)N2c2cc(C)on2)cc1OC (stereo not drawn)	-5	-3.1	-6	-28	17	6	-5	101	10	8
N#CC1=C(N)Oc2cc(N)ccc2C1c1ccsc1 (stereo not drawn)	-1	-1.8	-12	-14	9	/	-2	95	4	-1
COc1cccc(NC(=O)CN(C)CC(=O)Nc2ccc3c(c2)CCC3)c1	2	-0.1	9	-23	1	-11	1	100	8	1
CCOc1ccc(C(=O)CCC(=O)N(CC)CC(=O)Nc2c(F)cccc2F)cc1	3	-2.1	1	9	12	-39	-4	122	-3	3
CCc1nnc(SCC(=O)Nc2nc(C)c(C(=O)N(C)C)s2)n1CC	8	-3.5	3	14	18	4	1	104	-2	-6
COc1ccc(-n2nnnc2SCc2nc(N)nc(N3CCOCC3)n2)cc1	0	0.8	1	-13	-5	10	2	109	-3	-8
CCc1cccc(NC(=O)c2sc3nc4n(c(=O)c3c2C)CCC4)c1	-3	-2.2	-4	-18	11	27	-1	108	5	0
CCCCn1c(N)c(N(CCC(C)C)C(=O)c2ccc(N3CCCC3=O)cc2)c(=O)[nH]c1=O	5	-1.5	-8	-5	10	-5	1	104	4	-14
CCn1c(SCC(=O)NCc2ccco2)nnc1C(C)C	0	0.7	4	7	-4	-8	2	97	-2	-10
O=C(Nc1ccc(Cl)cc1)c1cccs1	4	-1.4	-2	10	7	3	-1	99	6	-5

Next structures follow.
smiles	V-ATPase pHluor	OPRM1-OPRD1 ag	PKA-R2B activ	HTR5A inv ctr	OPRM1-OPRD1 inv	Arrestin-AP2 inh	DAGLB inh	DSG3 Ab inh	HTR5A ag ctr	PKA-R1A activ
COc1cc(-c2cccs2)cc(=O)c2c(C)oc(C)c12	-3	0.4	0	2	-2	36	3	76	-1	-2
Fc1ccccc1NC(=S)N1CCN(C/C=C/c2ccccc2)CC1	2	-1.1	-1	-4	6	46	-2	123	1	-6
O=S(=O)(NCc1ccc(F)cc1)c1cc(Br)ccc1Br	2	10	-7	-27	-61	-9	2	107	10	-8
COc1cc(SC#N)ccc1N=Cc1c(C)[nH]n(-c2ccc(C)c(C)c2)c1=O	-7	8.6	4	-8	-46	31	-2	118	3	-5
C=CCOc1nc2c(c(=O)n(C)c(=O)n2C)n1Cc1ccc(Cl)cc1Cl	-2	2.8	-2	16	-15	-18	-1	95	3	-11
COc1cc(C#N)ccc1OCC(=O)N1CCc2ccccc2C1	5	4.6	5	-28	-37	2	-2	116	10	2
N#C/C(=N\Nc1cccc2ccccc12)c1nnc2n1CCCCC2	-1	0.1	5	-4	0	6	0	88	0	-8
O=C(COC(=O)CNC(=O)C1CCCCC1)Nc1ccc(Cl)cn1	-1	-2.3	-4	-6	10	-5	2	107	3	0
CCCn1c2ccc(C)cc2c2n[nH]c(=S)nc21	-3	-2.0	-16	-3	9	18	-4	105	1	0
COc1ccc(NC(=O)C[C@H]2C(=O)N(C3CCCCC3)C[C@@H]2c2ccc(OC)cc2)cc1	-1	/	-2	/	/	/	-2	109	/	-6
O=c1cc(Cl)c2ccccc2n1-c1ccccc1	-1	-3.5	-5	-1	16	3	0	94	0	-1
Cc1[nH]c(C)c2c(=O)n(-c3ccccc3)ncc12	-2	1.4	4	-14	-8	8	-3	102	5	-13
COCc1cc(C)nc(SCC(=O)Nc2cccc(C)c2)c1C#N	0	-0.5	-2	10	3	2	-2	90	1	-1
CCOc1ccc(CNC(=O)c2ccc(NC(=O)C3=CSCCO3)cc2)cc1	7	-3.3	9	-3	17	7	2	/	-2	3
CC(=O)c1ccc(OC(=O)C(CCS(C)(=O)=O)N2C(=O)c3ccccc3C2=O)cc1 (stereo not drawn)	0	0.0	-7	-1	0	-7	0	97	0	-7
S=C1Cc2ccccc2N1	-2	16	5	-1	-85	4	31	101	0	-3
Cc1cc2cc(C)c(SCC(=O)NCc3ccco3)nc2cc1C	-2	-2.5	-6	-12	11	1	-4	106	2	-6
Cc1cccc(C2c3[nH]c4ccccc4c3CCN2C(=O)c2ccc(=O)[nH]c2)n1 (stereo not drawn)	-1	-3.1	-7	3	16	37	3	97	-1	-7
O=C(NCC1CCCO1)c1cc(-c2ccccc2)nc2ccc(Br)cc12 (stereo not drawn)	-6	1.2	-8	-11	-5	54*	-3	108	4	-6
Cc1ccc(O)c(/C=N/NC(=O)Cc2ccc(Cl)cc2)c1	1	14	-5	-1	-72	9	4	105	0	-4
C[C@H](C(=O)CC(=O)OC(C)(C)C)[C@H](O)c1ccccc1	5	0.3	0	14	-2	8	2	106	-6	3
CCOc1ccc(NC(=O)CN(C)C(=O)CCN2C(=O)C3CC=CCC3C2=O)cc1OCC (stereo not drawn)	4	-2.6	2	-15	11	-13	-1	/	5	7
CN1CCN(NC(=O)c2cc(-c3cccc(Cl)c3)nc3ccccc23)CC1	-4	-1.6	1	-2	7	9	1	109	1	-3
Cc1ccc2cc(CN(CC3CCCO3)S(=O)(=O)c3ccccc3)c3nnnn3c2c1 (stereo not drawn)	1	2.9	-10	-18	-16	-2	-4	127	2	-1
COC(=O)NNC(=O)COc1ccccc1C	1	-0.8	0	9	4	33	3	105	-3	-9

Further records follow:
smiles	V-ATPase pHluor	OPRM1-OPRD1 ag	PKA-R2B activ	HTR5A inv ctr	OPRM1-OPRD1 inv	Arrestin-AP2 inh	DAGLB inh	DSG3 Ab inh	HTR5A ag ctr	PKA-R1A activ
O=C(CN1CCC(C(O)(c2ccccc2)c2ccccc2)CC1)Nc1cc(Cl)ccc1Cl	1	2.6	8	0	-15	11	-26	101	3	4
CC1(C)C2CCC1(C)C1(C2)NC(=O)c2ccccc2O1 (stereo not drawn)	2	7.3	5	-15	-40	2	-2	/	3	-4
CC1CCCC(C(=O)O)N1C(=O)CCSC(=O)c1ccccc1 (stereo not drawn)	5	-3.0	-2	14	16	-3	-1	102	0	-3
O=C(O)CCC(NC(=O)OCc1ccccc1)C(=O)O (stereo not drawn)	0	-1.4	-3	-21	8	7	-4	106	1	1
O=C(O)COc1ccccc1/C=N/Nc1ccc(S(=O)(=O)N2CCOCC2)cc1[N+](=O)[O-]	-2	-1.5	-10	4	8	-1	16	110	-1	2
CCN(CC)c1ccc(N2C(=NC(=O)C3CC3)SC3CS(=O)(=O)CC32)cc1 (stereo not drawn)	-4	-3.0	0	-11	16	-3	3	92	1	2
Cc1cc(OC(=O)c2ccc(Cl)cc2)cc(=O)n1C	-1	1.3	-6	22	-6	-2	-4	/	7	-11
Cn1cc(CNCCN2CCCCC2=O)c(-c2cccc(Cl)c2)n1	-1	-1.4	0	-10	8	2	0	100	3	-9
Cn1nc(C(=O)N2CCN(c3ccccn3)CC2)c2ccccc2c1=O	6	-1.3	-8	5	6	2	-1	111	2	-8
O=S(=O)(Nc1ccc(-c2csc(-c3ccccc3)n2)cc1)c1ccc(F)cc1	-4	6.0	1	0	-30	18	-5	107	0	-4
COc1cc2c(cc1OC)C(c1ccc3c(c1)OCO3)C1=C(CC(C)(C)CC1=O)N2 (stereo not drawn)	1	-2.5	-14	-16	13	-9	1	103	6	-18
c1ccc(-c2nnc(CSc3nnc(-c4cccs4)o3)o2)cc1	2	-1.8	-4	1	9	6	-4	100	-1	-4
Cc1ccc2nc(COc3ccc(N(C)S(=O)(=O)c4ccccc4)cc3)cc(=O)n2c1	1	-0.6	-6	-18	3	17	1	95	6	-4
CCCCC(=O)Nc1ccc2c(c1)C(=O)NC2=O	1	-2.8	-10	-29	16	4	-3	99	11	-4
CS/C(=C/[N+](=O)[O-])Nc1cccc2c1C(C)CC2(C)C (stereo not drawn)	-5	0.7	-2	-36	-3	4	1	91	4	-18
O=c1c(Cc2c(F)cccc2Cl)c(O)ccn1Cc1ccc(F)cc1	2	-3.1	2	-14	16	12	-1	95	1	-12
CCS(=O)(=O)Nc1ccc2[nH]c(=O)[nH]c2c1	-3	-1.4	-6	39	7	0	2	97	-2	-7
CN(C)/C=C1/Oc2c(ccc3ccccc23)C1=O	1	-3.0	-2	-18	15	32	0	98	-12	-2
COc1ccccc1OCCSc1nc(N)cc(N)n1	-4	-0.2	-8	-6	1	14	-1	98	-6	11
CCOC(=O)C1(CC2CCCCO2)CCN(C(=O)Nc2ccc(SC)cc2)CC1 (stereo not drawn)	2	-0.5	-9	-51	3	-34	-3	102	3	-8
